Assay outcomes: PubChem BioAssay, National Center for Advancing Translational Sciences (NCATS)
ERK EGF inh = blocks ERK signaling stimulated by EGF; HEK293-V1b, EGF-stimulated phospho-ERK AlphaScreen; Potency, µM (titrated, usually from 11.5 µM), for the others: at the top dose activity change, negative = inhibition, most hits filed as inhibitors; actives 0.41% (n = 130,000); AID 1454; active = well fitted inhibition curve with a large enough effect; inconclusive = small, poorly fitted or top-dose-only effect, or effect the other way;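 note: plate controls were stimulated vehicle wells for no effect and unstimulated vehicle basal for full effect; nearly all actives have a fitted effect of over 55% in size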
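EGF-stimulated (25 nM, 5 min) phospho-ERK in HEK293 cells stably expressing V1b, cells pretreated 30 min with compound at 37C. Homogeneous AlphaScreen read on lysates.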
* = called active by the depositor; u = inconclusive; [ ] = another dose, or the depositor's remark. Potency is the fitted concentration of half-maximal effect. Only part of the results is shown. The share of hits here may be higher or lower than overall.

canonical_smiles	ERK EGF inh
COc1cccc(CNC23CC4CC(CC(C4)C2)C3)c1OCc1ccccc1	-2%
Cc1ccc(S(=O)(=O)NC(CC(C)C)C(=O)N2CCC(C)CC2)cc1 (stereo not drawn)	-5%
CCOC(=O)c1sc(-c2cccc([N+](=O)[O-])c2)cc1N	0%
Cc1ccccc1-n1nnnc1SCCCC(=O)c1ccc(F)cc1	2%
Cc1cccc(-n2c(=O)c3c4c(sc3n3c(=S)[nH]nc23)CCC4)c1	-3%
CCCOc1ccc(CN(CCO)CCO)cc1[N+](=O)[O-]	-11%
COc1ccc(F)cc1C(=O)C1CCCN(C(=O)c2cccc(N(C)C)c2)C1 (stereo not drawn)	-4%[57.5 µM]
CC(=O)Nc1c(NC(=O)CC#N)[nH]c2c(c1=O)c(=O)n(C)c(=O)n2C	27%
COCCCNC(=O)c1ccc2c(=O)n(Cc3ccc(OC)cc3)c(=O)[nH]c2c1	-8%
COc1ccccc1/C=C(/C(=O)NCCCn1ccnc1)c1ccccc1	-4%
CN(C)S(=O)(=O)c1ccc2nnn(O)c2c1	2%
COCCNC(=O)c1ccc2c3n(nc2c1)-c1ccc(Cl)cc1CO3	9%[57.5 µM]
O=C(N=Nc1c(O)[nH]c2ccccc12)c1cc(NS(=O)(=O)c2cccs2)cc(NS(=O)(=O)c2cccs2)c1	8%
C/C(=N\NC(=O)c1ccc(CN2CCOCC2)cc1)c1ccc(NC(=O)c2ccccc2)cc1	-1%
CC[n+]1c(/C=C2\Sc3ccccc3N2C)ccc2cccc(C)c21	u

The final 2 compounds of the section before lead into the next:
canonical_smiles	ERK EGF inh
C/C(=N\NC(=O)c1ccc(CN2CCOCC2)cc1)c1ccc(NC(=O)c2ccccc2)cc1	-1%
CC[n+]1c(/C=C2\Sc3ccccc3N2C)ccc2cccc(C)c21	u
Nc1ccc2c(c1)C/C(=C/c1ccco1)C2=O	-2%
O=C(COC(=O)Cc1cccc(C(F)(F)F)c1)NC1CC1	-1%
CN1C(=O)C(CC(=O)Nc2ccc(F)cc2)N(NC(=O)c2cccc(F)c2)C1=S (stereo not drawn)	-6%[57.5 µM]
O=c1cc(-c2ccc(O)cc2)oc2c(C3OCC(O)C(O)C3O)c(O)c(C3OC(CO)C(O)C(O)C3O)c(O)c12 (stereo not drawn)	1%[57.5 µM]
C/C(CCC(=O)OC[C@H]1O[C@H](C#Cc2ccccc2)C=C[C@@H]1Oc1ccc(C)cc1)=N\OC[C@@H](O)[C@H]1O[C@@H]2OC(C)(C)O[C@@H]2[C@H]1O	6%
O=C(NCCC1=CCCCC1)C1CCN(S(=O)(=O)N2CCCC2)CC1	-9%
COc1cc(O)c(C(CCN2CCCC2)c2cc(OC)c(OC)c(OC)c2)c(OC)c1 (stereo not drawn)	-3%[57.5 µM]
CCOC(=O)C[n+]1c(C)csc1C	-14%
CSc1nnc(C)c(=O)n1COC(=O)COc1ccc(Cl)cc1	-1%
CCOc1ccc(NC(=O)CSc2nc3ccccc3c(=O)n2CCCC(=O)NCCCN2CCCC2=O)cc1	-2%
C/C(=N\NC(=O)c1ccc(-c2ccccc2)cc1)C1C(=O)c2ccccc2C1=O	9%
COc1ccc(NC(=O)NCc2ccccn2)cc1OC	-8%
Cc1ccc(SCCn2nc(C(=O)O)c3ccccc3c2=O)cc1	-8%
NC(=S)N/N=C/c1coc2ccc(Br)cc2c1=O	3%[57.5 µM]
COCCCn1c(=O)/c(=C\c2ccc(OC(F)F)c(OC)c2)s/c1=C(/C#N)C(=O)NCCOC	-14%[57.5 µM]

Part of the list above in order of heavy-atom count, ascending.
canonical_smiles	ERK EGF inh
CCOC(=O)C[n+]1c(C)csc1C	-14%
CN(C)S(=O)(=O)c1ccc2nnn(O)c2c1	2%
Nc1ccc2c(c1)C/C(=C/c1ccco1)C2=O	-2%
NC(=S)N/N=C/c1coc2ccc(Br)cc2c1=O	3%[57.5 µM]
O=C(NCCC1=CCCCC1)C1CCN(S(=O)(=O)N2CCCC2)CC1	-9%
COc1ccccc1/C=C(/C(=O)NCCCn1ccnc1)c1ccccc1	-4%

Continuation.
canonical_smiles	ERK EGF inh
CC(C)(C)OC(=O)NC(=NCCCc1cn(CC(=O)N2CCN(C(=O)OC(C)(C)C)CC2)nn1)NC(=O)OC(C)(C)C	-7%[57.5 µM]
COc1ccc(OC)c(CCNC(=O)CSc2ccsc2[N+](=O)[O-])c1	0%
Cc1ccc(C(=O)OCC(=O)NC(C)C)cc1S(=O)(=O)N1CCOCC1	1%
CCOC(=O)C1C2C=CC3(CN(c4ccc(Cl)c(F)c4)C(=O)C13)O2 (stereo not drawn)	-18%[57.5 µM]
COc1ccc(NC(=O)CO/N=C2/CCCc3nonc32)c(OC)c1	28%
O=C(N/N=C/c1cc2ccccc2[nH]1)c1ccccc1Cl	-3%[57.5 µM]
O=C(O)c1ccc(-n2c(-c3cc(C4CC4)[nH]n3)n[nH]c2=S)cc1	5%[57.5 µM]
CSCCC(NC=O)C(=O)NC(CC(C)C)C(=O)NC(Cc1ccccc1)C(=O)O (stereo not drawn)	-28%
CCN1C(=O)C(C(=O)NC(C)c2ccccc2)C2CC1(C)Oc1ccccc12 (stereo not drawn)	5%
C/C(=N\Nc1ccc([N+](=O)[O-])cc1[N+](=O)[O-])c1cc2c(ccc3ccccc32)oc1=O	-6%[57.5 µM]
C/C=C(\C)C(=O)Nc1cccc(C2=NOC3(C2)C[C@H](C(N)=O)N(C(=O)C(c2ccccc2)c2ccccc2)C3)c1 (stereo partly drawn)	5%[57.5 µM]
COc1ccc2ccccc2c1/C=N/NC(=O)CC1(C)OCCCO1	5%
N#C/C(=C\C=C\c1ccccc1)c1nc(-c2ccc(Cl)cc2)cs1	-1%[57.5 µM]
CC(/C=C/c1ccc2c(c1)OCO2)=N/NC(=O)c1ccncc1	-5%[57.5 µM]
COc1cc(C(=O)NCc2nnc(SCC(=O)Nc3nc4ccccc4s3)o2)cc(OC)c1OC	12%
CCOC(=O)C1=C(C)NC(=O)NC1/C=C/c1ccccc1OC (stereo not drawn)	-1%
COc1ccc(-c2nn(-c3ccccc3)cc2C2CC(c3cccs3)=NN2C(=O)CCC(=O)O)cc1 (stereo not drawn)	7%[57.5 µM]
Cc1ccc(NC(=O)C2=NNC(=O)CC2)cc1F	0%[57.5 µM]
Cc1ccc(C)c(S(=O)(=O)NCCCN2CCOCC2)c1	-10%
CC(=O)c1ccc(NC(=S)Nc2ccc(Br)c(Cl)c2)cc1	1%
O=C1c2ccccc2S(=O)(=O)N1CC1CC(c2ccc(Cl)cc2)=NO1 (stereo not drawn)	-24%
CN(CCO)C(=O)c1ccc(-c2nn(C)c(=O)c3ccccc23)cc1	1%
C=CC(C1=CC(=O)C(OC)=CC1=O)c1ccc(O)cc1 (stereo not drawn)	5%
O=C(Nc1nc2ccc([N+](=O)[O-])cc2s1)C1CCCO1 (stereo not drawn)	-9%
O=C(CSc1nc2ccccc2[nH]1)Nc1nc(-c2ccc(Br)cc2)cs1	4%
Cc1ccc(NC(=O)COC(=O)CSC(=S)N2CCOCC2)cc1	-5%
O=C(COC(=O)C(Cc1ccccc1)NC(=O)c1ccc(Cl)cc1)c1ccc(Cl)cc1 (stereo not drawn)	7%
O=c1cc(-c2ccccc2)oc2ccc(O)cc12	2%[57.5 µM]
CCC(C)Nc1nc(N)c([N+](=O)[O-])c(Nc2cc(OC)ccc2OC)n1 (stereo not drawn)	u
COc1cccc(C2=NOC(C(=O)Nc3cccnc3Cl)C2)c1 (stereo not drawn)	0%

Arranged by the number under ERK EGF inh (ascending): 3 of the compounds above.
Compound,ERK EGF inh
O=C(Nc1nc2ccc([N+](=O)[O-])cc2s1)C1CCCO1 (stereo not drawn),-9%
COc1ccc(OC)c(CCNC(=O)CSc2ccsc2[N+](=O)[O-])c1,0%
CN(C)S(=O)(=O)c1ccc2nnn(O)c2c1,2%

Single values from above:
ERK EGF inh, COc1cccc(C2=NOC(C(=O)Nc3cccnc3Cl)C2)c1 (stereo not drawn) stands at 0%
ERK EGF inh, CN(CCO)C(=O)c1ccc(-c2nn(C)c(=O)c3ccccc23)cc1 stands at 1%

New compounds follow:
canonical_smiles	ERK EGF inh
CCOC(=O)N1CCc2c(sc(N)c2C#N)C1	16%[57.5 µM]
CC1Cc2ccccc2N1c1ncnc(N)c1[N+](=O)[O-] (stereo not drawn)	-12%
COC(=O)CN1C(=S)N(c2ccc(F)cc2)C(=O)C1CC(=O)Nc1ccc(F)cc1 (stereo not drawn)	-11%[57.5 µM]
CC(=O)Nc1cc(C(=O)OCc2cccc([N+](=O)[O-])c2)ccc1C	-4%
O=C(O)c1ccc(S(=O)(=O)c2ccc3c(c2)C(=O)N(NC(=O)c2ccncc2)C3=O)cc1	-18%[57.5 µM]
O=C(COC(=O)Cc1ccc(Cl)cc1)Nc1cc(S(=O)(=O)N2CCOCC2)ccc1N1CCCC1	3%
CSc1ccc(/C=N/Nc2nc(C)cc(=O)[nH]2)cc1	-10%
CC[N+](CC)(CC(=O)Nc1c(C)cccc1C)Cc1ccccc1	-10%[25.7 µM]
COCCCNC(=O)CN(c1cc(Cl)ccc1OC)S(=O)(=O)c1ccc(C)c([N+](=O)[O-])c1	-2%
Cc1c(NC(=O)c2c(N)sc3c2CCCC3)c(=O)n(-c2ccccc2)n1C	-2%
CC(C)(C)c1ccccc1NC(=S)NCc1ccccc1	10%
CO/N=C(\N)c1ccc([N+](=O)[O-])cc1	-10%
CNS(=O)(=O)c1ccc2c(c1)oc(=O)c1cc(S(=O)(=O)NC)ccc12	u
CC1=CC(C)(C)N2C(=O)C(=Nc3ccc(O)cc3)c3cccc1c32	5%[57.5 µM]
CC1=CC(=O)C2=C(C)CC[C@@H]3[C@H](OC(=O)[C@H]3C)[C@@H]12	8%[57.5 µM]
CCCCCc1cc(=O)oc2c(C(CCN3CCCC(C)C3)c3ccc4c(c3)OCO4)c(OC)cc(OC)c12 (stereo not drawn)	u
O=C(NCc1ccc(Cl)cc1)C1CCN(S(=O)(=O)c2ccc(F)cc2)CC1	-2%
CC(C)(C)OC(=O)N1CCN(c2ccc(NC(=O)Cn3nnc(-c4ccccc4)n3)cc2)CC1	-1%
CCN(CC(=O)NC(C)(C)C)C(=O)C(c1ccccc1)c1ccccc1	-5%
CN1CCN(c2oc(Cc3cccc4ccccc34)nc2C#N)CC1	-2%[57.5 µM]
COC(=O)/C(=C1/Oc2ccc(C)cc2S1)C(F)(F)F	-1%
CN(C)C(/C=C/Nc1ccc(O)cc1)=C(C#N)C#N	-2%
CCC(C)(C)NC(=S)Nc1ccc(-c2nc3ccc(C)cc3s2)cc1	6%
N#CCCN(Cc1cccnc1)C(=S)NC1CC2C=CC1C2 (stereo not drawn)	-11%[57.5 µM]
Cc1ncsc1C(=O)N1CCCC(CNS(=O)(=O)c2cccs2)C1 (stereo not drawn)	3%
CC1CCCN(c2ccc3nc4ccccc4c(=O)n3n2)C1 (stereo not drawn)	-9%
CCO/N=C/c1ccc(OC)c(Oc2nc(OC)cc(OC)n2)c1	9%
CN(C)C(=O)c1nc2ccccc2s1	11%
CCN(CC)Cc1c(C(=O)N2CCc3ccccc3C2)nc2ccc(Cl)cn12	-7%
COc1ccc(/C(N)=N/OC(=O)Cc2ccc(C)cc2)cc1OC	4%
COc1ccccc1CC(=O)Nc1ccc2c(c1)CCC2	-4%
S=C1NC2=C(CCC/C2=C\c2ccc(Cl)cc2)C(c2ccc(Cl)cc2)N1 (stereo not drawn)	-12%[57.5 µM]
COC(=O)c1cccnc1-n1c(=O)c2cccnc2n(CC(=O)Nc2ccc(Br)cc2)c1=O	0%
O=C(NN1C(=O)C2C(c3ccccc3)C=CC(c3ccccc3)C2C1=O)c1ccncc1 (stereo not drawn)	4%[57.5 µM]
NC(=O)C[n+]1cccc(CNC(=O)c2ccc(OC(F)F)cc2)c1	-6%
O=C(O)COc1ccc(/C=N/O)cc1Br	-5%
CC(=O)OCCNc1cc(SC(C)C)c2nonc2c1[N+](=O)[O-]	4%
CSc1ncc(CN2CCN(C3CCN(C(C)C)CC3)C(CCO)C2)cn1 (stereo not drawn)	-8%
Cc1ccc(S(=O)(=O)/C(C#N)=C/c2c(N3CCCCC3)nc3ccccn3c2=O)cc1	-5%[57.5 µM]
O=C(Cn1cncn1)NCc1cccc(C(F)(F)F)c1	-6%
O=C(NNC(=O)C1CCN(S(=O)(=O)c2cccc(Cl)c2)CC1)C1CC1	-7%[57.5 µM]
CCOc1ccc(Cc2onc3c2C(=O)CCC3)cc1OCC	-8%
C/C(=N\NC(=O)CC#N)c1cc2ccc(O)cc2oc1=O	-4%
